Screens from PubChem.
GRK2 inh: inhibitors of human GRK2 displacing RNA aptamer | P25098 | bead flow cytometry, FAM-aptamer displacement from GRK2 | inhibition of aptamer binding, % at 10 µM | 330,000 tested, 0.59% active | AID 488847;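 active = inhibition of aptamer binding above 40%, roughly 3 SD of noise, on plates passing a quality check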;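 also: median bead fluorescence of bound FAM aptamer so fluorescent compounds give negative values; no value below 0 was filed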
Efflux pump mplx: antifungal efflux pump inhibition, Nile Red retention | S. cerevisiae Candida pump triplex | inhibition, % at 10 µM | 330,000 tested, 0.44% active;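 active = plate passing quality check with inhibition over a set limit, or well fluorescence over plate mean plus 4 SD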;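 also: Nile Red retained in pooled yeast measured as flow cytometry median fluorescence; 0% = buffer negative control and 100% = Enniatin B positive control; higher means more Nile Red kept so more efflux inhibition; some compounds called inactive have numbers as strong as hits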
GLD-1 RNA inh: GLD-1-TGE RNA interaction inhibition (C. elegans); Q17339; purified GLD-1 + fluorescein TGE RNA, fluorescence polarization; inhibition, % at 5.96 µM; 320,000 tested, 0.44% active; AID 2280;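 active = percent inhibition above a per-plate cutoff, the plate mean of test compounds plus 3 SD, cut at about 30% in these data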;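 also: 0% = DMSO wells with GLD-1 and probe and 100% = wells lacking GLD-1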
Target sequence (Q17339 whole entry, looked up): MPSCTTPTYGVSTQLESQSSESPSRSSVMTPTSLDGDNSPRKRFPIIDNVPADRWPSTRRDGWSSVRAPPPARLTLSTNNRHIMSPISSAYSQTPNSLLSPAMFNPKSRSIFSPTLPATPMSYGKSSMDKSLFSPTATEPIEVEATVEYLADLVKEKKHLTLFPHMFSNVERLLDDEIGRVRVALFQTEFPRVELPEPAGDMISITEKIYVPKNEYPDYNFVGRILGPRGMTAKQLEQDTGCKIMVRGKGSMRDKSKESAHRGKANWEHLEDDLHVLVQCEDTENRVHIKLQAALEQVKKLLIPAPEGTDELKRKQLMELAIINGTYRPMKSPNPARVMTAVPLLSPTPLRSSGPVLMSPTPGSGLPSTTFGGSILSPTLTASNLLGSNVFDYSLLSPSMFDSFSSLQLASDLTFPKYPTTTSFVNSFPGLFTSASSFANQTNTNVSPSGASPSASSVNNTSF
VLA-4 inh: inhibition in a human VLA-4 binding assay; 330,000 tested, 0.2% active; P13612; VLA-4 expressing cells, ligand binding flow cytometry; inhibition, % (about 7 µM as worked out from the volumes in the protocol); AID 2557; in the data active = inhibition above about 50%
BCLXL inh: blocks human Bcl-xL binding to Bim BH3 peptide | 320,000 tested, 0.7% active | GST-Bcl-xL / FITC-Bim BH3 peptide fluorescence polarization | inhibition, % at 10.9 µM | AID 2129;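 active = inhibition above the mean of all tested compounds plus 3 SD, cutoff set per campaign, cut at about 30% in these data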;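 also: 0% = DMSO wells and 100% = unlabeled Bim-BH3 peptide competitor; inhibitors lower millipolarization by displacing the labeled peptide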
Target sequence (Q07817 whole entry, looked up): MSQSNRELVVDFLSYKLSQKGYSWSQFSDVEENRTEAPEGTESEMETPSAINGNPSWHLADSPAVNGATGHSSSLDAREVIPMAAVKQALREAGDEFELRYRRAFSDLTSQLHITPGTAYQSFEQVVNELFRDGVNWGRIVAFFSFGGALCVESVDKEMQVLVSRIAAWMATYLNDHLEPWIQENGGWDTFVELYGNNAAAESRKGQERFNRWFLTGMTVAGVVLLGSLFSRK
Fam108B counter: blocks mouse Fam108B hydrolase in RBBP9 counter-screen | recombinant Fam108B, FP-Rh probe fluorescence polarization | inhibition, % at 9.51 µM | 300,000 tested, 0.33% active;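 active = inhibition above the screen mean inhibition plus 3 SD, computed separately per campaign, cut at about 18% in these data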;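 also: inhibitors lower polarization as less probe binds the enzyme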
MEX-5 binding: C. elegans MEX-5 TCR-2 RNA binding activity; MEX-5/FITC-TCR2 RNA binding, fluorescence polarization; active compounds read low; Q9XUB2; 300,000 tested, 0.38% active; activity score (negative = inhibition of binding), % at 10 µM;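 active = inhibition past about -25% in most replicates, and total fluorescence under double the plate's negative control median, limit read from the data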;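 also: 0% = DMSO and -100% = 5 µM competing unlabeled TCR2 RNA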
PME-1 primary: PME-1 (human) inhibition; recombinant PME-1, FP-Rh probe fluorescence polarization; Q9Y570; inhibition, % at 5.9 µM; 320,000 tested, 0.53% active;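 active = inhibition above the campaign mean of all compounds plus 3 SD, cut at about 26% in these data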;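 also: competitive labeling of PME-1 active site by serine hydrolase directed probe; 0% = PME-1 with DMSO and 100% = wells lacking PME-1 enzyme; inhibitors block probe labeling so polarization falls and inhibition rises; many of its hits are not listed in these tables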
Target sequence (Q9Y570 whole entry, looked up): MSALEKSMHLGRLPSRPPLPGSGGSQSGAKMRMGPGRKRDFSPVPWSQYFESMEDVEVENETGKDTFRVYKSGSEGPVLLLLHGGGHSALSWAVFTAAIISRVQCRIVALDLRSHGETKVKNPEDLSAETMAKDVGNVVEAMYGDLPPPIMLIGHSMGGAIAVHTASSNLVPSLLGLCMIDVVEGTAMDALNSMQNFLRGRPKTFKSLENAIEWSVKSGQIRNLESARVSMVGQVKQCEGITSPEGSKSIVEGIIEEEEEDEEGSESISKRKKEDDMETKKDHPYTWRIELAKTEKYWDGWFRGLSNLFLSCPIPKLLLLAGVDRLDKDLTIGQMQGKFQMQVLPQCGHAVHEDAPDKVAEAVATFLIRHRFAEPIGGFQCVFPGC
MCL1-BIM inh: MCL1-BIM-BH3 interaction inhibition (human) | 320,000 tested, 0.68% active | Q07820 | GST-MCL1 / FITC-Bim-BH3 fluorescence polarization | inhibition, % at 10.9 µM;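 active = inhibition above the mean inhibition of all tested compounds plus 3 SD, set per campaign, cut at about 40% in these data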;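 also: 0% = DMSO wells and 100% = unlabeled Bim-BH3 peptide control; higher means more loss of mP so more displacement of Bim peptide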
The depositor's hits bear a star; x = no result given.

SMILES | GRK2 inh | Efflux pump mplx | GLD-1 RNA inh | VLA-4 inh | BCLXL inh | Fam108B counter | MEX-5 binding | PME-1 primary | MCL1-BIM inh
CCOC(=O)CNC(=S)N(Cc1ccco1)Cc1ccccc1Cl | 1 | -0.2 | -12 | 2 | 0 | 0 | -0.5 | -1 | 2
Cc1ccc(-c2c[n+](Cc3ccc(Cl)cc3)c3n2CCC3)cc1 | 0 | 0.0 | 0 | 26 | 6 | 1 | -3.1 | 1 | 3
CCOC(=O)N1CCN(S(=O)(=O)c2cc(OCC)ccc2OCC)CC1 | 0 | 0.0 | 0 | -3 | 2 | -4 | -1.8 | 2 | 3
Cc1ccc(N2C(=O)C(NC(=O)c3ccccc3F)(C(F)(F)F)C3=C2CC(C)(C)CC3=O)cc1 (stereo not given) | 75* | 0.8 | -3 | -12 | 0 | 4 | -3.7 | 4 | 0
CCOc1ccc(C(C(=O)NCC2CCCO2)N(C(=O)c2snc(C(N)=O)c2N)c2ccc(F)cc2)cc1 (stereo not given) | 1 | 0.1 | 1 | -6 | 5 | -3 | -0.1 | 0 | -1
Cc1cc(NC(=O)c2ccc(Cl)c(S(=O)(=O)N3CCCCC3)c2)no1 | 6 | 0.0 | -3 | 3 | -2 | -2 | 1.1 | -2 | -8
CCCc1cc(=O)[nH]c(SCC(=O)N2C(C)CCCC2C)n1 (stereo not given) | 0 | 0.0 | 1 | 31 | 1 | -2 | 0.6 | -2 | 1
O=C(CCN1CCN(c2ccccc2)CC1)N/N=C/c1ccccc1OC(F)F | 2 | 0.1 | -7 | -19 | -10 | 1 | -0.2 | 0 | 8
CN1CCc2c(sc(NC(=O)C3COc4ccccc4O3)c2C(N)=O)C1 (stereo not given) | 0 | 0.3 | 6 | 7 | 8 | 2 | 1.5 | 3 | -3
Cn1nnnc1SCC(=O)NC(=O)c1cccc([N+](=O)[O-])c1 | 0 | 0.0 | 7 | 12 | 4 | 3 | 2.8 | 3 | -3
Nc1nccc(-c2cc(-c3ccc(Cl)cc3Cl)no2)n1 | 0 | 0.1 | 5 | 27 | 5 | -5 | 0.5 | -4 | -2
CNC(=S)N(CCc1ccc(S(N)(=O)=O)cc1)C1CC(=O)N(c2ccccc2F)C1=O (stereo not given) | 0 | -0.3 | -3 | 1 | -6 | 0 | 2.2 | -4 | -2
CCCCN(C(=O)C1COc2ccccc2O1)c1c(N)n(CCC)c(=O)[nH]c1=O (stereo not given) | 2 | -0.1 | -2 | 7 | x | x | x | x | x
Fc1ccccc1C(c1nnnn1Cc1ccc2c(c1)OCO2)N1CCN(Cc2ccccc2)CC1 (stereo not given) | 1 | 0.0 | -1 | 9 | 1 | -2 | -0.5 | -5 | 7
CCOC(=O)c1sc(N)c(C(=O)Nc2ccccc2OC)c1C | 2 | 0.0 | 5 | 3 | 2 | 3 | 0.8 | 29* | -4
CSc1nc2ccc(NC(=O)c3cc4ccccc4o3)cc2s1 | 2 | 1.0 | -4 | 31 | 2 | 0 | 0.9 | -14 | 1
Cc1cccc(/C=C2/Sc3ccc(C(=O)NCCN4CCCC4)cc3NC2=O)c1 | 0 | -0.1 | -12 | 19 | 6 | 0 | 4.0 | -5 | 2
COC(=O)c1c(-c2ccc(C)cc2)csc1NC(=S)NC(=O)c1cc(OC)cc(OC)c1 | 0 | 0.2 | 0 | 20 | 7 | -13 | -1.5 | -20 | 8
COC(=O)c1ccc(NC(=S)NC2CC(C)(C)NC(C)(C)C2)cc1 | 0 | 0.3 | -1 | 1 | 0 | 4 | -2.3 | 7 | 5
Cc1ccc(N=C(N)N=C(N)N)c(C)c1 | 0 | -0.1 | -1 | -8 | 2 | 1 | 2.3 | 0 | 10
CCOc1cc(/C=C2\SC(=O)N(c3ccc(O)cc3)C2=O)ccc1O | 0 | 0.0 | -111 | -6 | -9 | 3 | 10 | 10 | -16
CC(C)C1Oc2ccccc2N(CC(=O)N(Cc2ccccn2)CC2CCCO2)C1=O (stereo not given) | 0 | -0.1 | 2 | -5 | 5 | 3 | -0.3 | 1 | 4
CC(=O)N1C(O)CC(C)N1c1ccccc1 (stereo not given) | 1 | 0.1 | 8 | 0 | 5 | -4 | 0.8 | 5 | 13
CCN(CC)CCN1C(=O)C(O)=C(C(=O)c2ccc(C)o2)C1c1ccccn1 (stereo not given) | 0 | 0.0 | 2 | 12 | 7 | 4 | -2.3 | 0 | 7
Cc1cccc(NC(=S)N/N=C/c2cccc(O)c2)c1C | 0 | -0.1 | -12 | 11 | 1 | -6 | -0.7 | 6 | 0
Cn1c(=O)c2c(nc(CN3CCN(CCO)CC3)n2Cc2cccc3ccccc23)n(C)c1=O | 0 | -0.1 | 3 | -2 | 5 | 1 | 0.6 | 3 | 3
Cc1ccn2c(=O)nc(SCC(=O)OCc3ccccc3)nc2c1 | 5 | 0.1 | 9 | 22 | 9 | 0 | -0.4 | 5 | 3
S=c1nc(-c2ccc(Br)cc2)oc2c1CCCC2 | 2 | 0.0 | 2 | 24 | 11 | 0 | -0.2 | 2 | 8
Cc1ccc(S(=O)(=O)/C(C#N)=C/c2c(Oc3ccc(Cl)cc3)nc3c(C)cccn3c2=O)cc1 | 6 | 0.0 | 4 | -18 | 6 | 0 | -1.7 | 3 | 4
O=C(c1ccc(F)cc1)C1CCN(C(=O)Nc2ccc(F)cc2)CC1 | 3 | 0.1 | -1 | -10 | 1 | -1 | 0.2 | 4 | -2
CCN1CCN(Cc2ccc(NC(=O)Nc3cccs3)cc2)CC1 | 0 | 0.0 | -3 | -3 | 7 | 0 | -1.5 | 2 | 6
O=C(NCCN1CCOCC1)c1ccc(/C=C2\Sc3ccccc3N(Cc3ccccc3F)C2=O)cc1 | 0 | 0.0 | 5 | 21 | 1 | -3 | -6.8 | 5 | 0
Nc1c(Cl)ncnc1N1CCOCC1 | 2 | 0.0 | 1 | 9 | 7 | 0 | 0.3 | -2 | 10
COc1ccc(-n2nc3c(c2NC(=O)COc2ccccc2F)CS(=O)(=O)C3)cc1 | 0 | -0.1 | -3 | -4 | 3 | 2 | -0.5 | 3 | -2
Cc1ccc(C(C)NC(=O)c2cc3ccccc3oc2=O)cc1C (stereo not given) | 0 | -0.1 | -6 | -3 | 2 | 1 | -2.0 | -4 | 2
Cc1nc(N2CCN(C)CC2)c2sc(=S)n(-c3ccccc3)c2n1 | 6 | -0.1 | 7 | -37 | 0 | 1 | -2.0 | 3 | 0
Cc1ccc(NC(=O)C(=O)NCCOc2ccc(Cl)cc2)c(C)c1 | 0 | 0.0 | 4 | 7 | 0 | 1 | -0.2 | -9 | 3
Cc1ccc(C)c(C(=O)CSc2n[nH]c(C)n2)c1 | 2 | 0.1 | -3 | -2 | 1 | -1 | -0.1 | -6 | -5
C=CCC(C#Cc1ccccc1)[N+](C)(C)CC=C (stereo not given) | 0 | 0.2 | 1 | -3 | 3 | 3 | -1.8 | -2 | -1
CCOC(=O)C1(C)C=C(Nc2ccc(OC)cc2)C(=O)N1c1ccc(OC)cc1 (stereo not given) | 2 | -4.3 | -3 | 16 | 9 | 1 | -0.9 | 2 | 8
Cc1nnc(NC(=O)CSc2ccc3nnc(-c4ccccn4)n3n2)s1 | 0 | 0.1 | 3 | -7 | 6 | 2 | 0.8 | 6 | 15
Cc1ccc(Cc2nc3ccccc3[nH]2)cc1 | 0 | 0.0 | x | 9 | x | x | 0.5 | x | x
CN(C(=O)COC(=O)/C=C/c1cccc([N+](=O)[O-])c1)C1CCS(=O)(=O)C1 (stereo not given) | 3 | -0.1 | -2 | 2 | 8 | -1 | 5.7 | -11 | 3
CCOc1ccc(C(=O)Nc2ccc(-c3cc4ccccc4oc3=O)c(C)c2)cc1[N+](=O)[O-] | 0 | -0.1 | 1 | 10 | -5 | -18 | -2.8 | -22 | -32
COc1ccc(C(=O)NC2CCN(C(=S)Nc3ccc(C)c(C)c3)CC2)cc1 | 2 | 0.2 | 2 | 4 | -1 | -2 | -0.1 | 0 | 9
CC(=O)Nc1ccc(Oc2cc(N)cc([N+](=O)[O-])c2)cc1 | 0 | 0.0 | 1 | 9 | 2 | 2 | -1.3 | -6 | -2
COc1ccc(OC)c(NC(=O)NCCc2c[nH]c3ccccc23)c1 | 0 | 0.0 | x | 12 | x | x | -0.8 | x | x
CC(C)OCCCNS(=O)(=O)c1ccc2ccccc2c1 | 5 | 1.0 | -6 | -6 | -6 | -6 | -1.2 | -2 | -6
COc1ccc(C(=O)CSc2nnc(CNC(=O)c3ccccc3)n2C)cc1 | 0 | -12 | 6 | -8 | -3 | 2 | 1.3 | 5 | 0
CCC(C(=O)N1CCCCCC1)n1nc(C)n2c(cc3occc32)c1=O (stereo not given) | 0 | -0.2 | 2 | -3 | -2 | 3 | 0.7 | 0 | 7
Next part
SMILES | GRK2 inh | Efflux pump mplx | GLD-1 RNA inh | VLA-4 inh | BCLXL inh | Fam108B counter | MEX-5 binding | PME-1 primary | MCL1-BIM inh
O=C(NCc1cccs1)c1nc2c(nnn2Cc2ccccc2Cl)c(=O)[nH]1 | 4 | -0.1 | 7 | 4 | 6 | 0 | -0.9 | 8 | 7
Cc1ccc(S(=O)(=O)NC(C(=O)Oc2cc3oc(=O)cc(C)c3cc2Cl)C(C)C)cc1 (stereo not given) | 4 | 0.2 | 5 | 7 | -2 | -5 | -2.9 | 6 | -11
CN(C(=O)COC(=O)c1cc(=O)[nH]c2ccccc12)C1CCCCC1 | 0 | 0.0 | 3 | 3 | 1 | x | x | -3 | 1
CN(Cc1ccccc1)S(=O)(=O)c1ccc(NS(=O)(=O)Cc2ccccc2)cc1 | 0 | 0.0 | 8 | -4 | 6 | -5 | -9.6 | -1 | 6
C=CCOc1ccc(C2C(C(=O)c3ccco3)=C(O)C(=O)N2Cc2cccnc2)cc1 (stereo not given) | 1 | 0.1 | 7 | 17 | 1 | 8 | -1.1 | 0 | 2
[N-]=[N+]=NCC/C=C\C1NS(=O)(=O)OCC1O (stereo not given) | 2 | 0.1 | 4 | 15 | 5 | -3 | -1.1 | 5 | 2
CN(CCO)C1=NS(=O)(=O)c2cc([N+](=O)[O-])ccc21 | 1 | -0.2 | -3 | 13 | 5 | -1 | -0.7 | -7 | -2
CCn1c(=O)c2sccc2n(CC(=O)NCCC2=CCCCC2)c1=O | 1 | 0.0 | 4 | 6 | 1 | -1 | 0.1 | -3 | 3
CC(C)(C)C1(c2ccccc2)NC(=O)N(CC(=O)N2CCOCC2)C1=O (stereo not given) | 3 | 0.1 | -2 | -2 | 2 | 2 | -0.4 | -1 | -4
Cn1c(CCCOc2ccc(Cl)cc2Cl)nnc1SCC(=O)Nc1ccc(F)c(Cl)c1 | 0 | 1.2 | 7 | -6 | 1 | -5 | 0.3 | 0 | 4
C#CCN(N(C)c1ncc(C(F)(F)F)cc1Cl)S(=O)(=O)c1ccc2ccccc2c1 | 5 | 0.0 | 4 | -6 | 6 | -6 | -0.3 | -2 | 4
Cc1ccccc1Cn1c(=N)n(CC(O)c2ccco2)c2ccccc21 (stereo not given) | 0 | 0.0 | 3 | 6 | 17 | 2 | -3.2 | 2 | 10
COCCNS(=O)(=O)c1ccccc1 | 0 | 0.0 | 4 | 1 | 3 | 1 | 2.4 | -1 | 5
Cc1nnc(NC(=O)CSc2nnc3ncccn23)s1 | 3 | 0.0 | -4 | 0 | 0 | 0 | -3.1 | -3 | 5

Not all compounds are listed (hit frequency here may not be typical).
